DNMT1 block = inhibitors of human DNMT1; P26358; DNMT1 molecular beacon, Hinp1I cleavage, fluorescence; inhibition (reported as % activation of signal), % at 10 µM; 0.83% of 360,000 active; AID 588458; in the data active = inhibition above about 50%
TbMetRS inhib = Trypanosoma brucei MetRS inhibition | purified T. brucei MetRS, ATP depletion, Kinase-Glo luminescence | 0.4% of 360,000 active | inhibition, % at 11.9 µM | AID 624268;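 active = inhibition above a per-plate cutoff of the control wells' mean inhibition plus 3 SD, cut at about 5.5% in these data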;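 also: 0% = DMSO wells median and 100% = median of wells with control inhibitor compound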
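Dosing: 11.9 µM single point; system: parasite MetRS enzyme; technique: luminescence of leftover ATP; times: 15 min enzyme-compound preincubation, 2 h reaction, 10 min detection, 25 °C; replicates: each compound tested once; read-out basis: percent inhibition relative to median high and low control wells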
STEP inh = blocks human striatal-enriched tyrosine phosphatase. inhibition, % at 20 µM. AID 588621. recombinant STEP, OMFP fluorogenic substrate, fluorescence. 0.25% of 360,000 active;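 active = inhibition at 20 µM, scaled per plate between control wells, above about 37%, limit read from the data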;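 also: 0% = DMSO with enzyme and substrate and 100% = substrate only without enzyme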
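Assay system: isolated STEP enzyme. Buffer or medium: pH 6.0 Bis-Tris with DTT and Tween 20. Also added: fluorogenic phosphatase substrate OMFP at 25 µM final. Dosing: 20 µM, 1% DMSO. Timing: 20 min reaction, room temperature, in the dark. Measured by: fluorescence intensity, excitation 480 nm, emission 540 nm. Evaluation: normalized % inhibition.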
LMPTP inh = LMPTP (human) inhibition | P24666 | recombinant LMPTP-A, OMFP fluorogenic substrate, fluorescence intensity | inhibition, % at 20 µM | 0.22% of 360,000 active | AID 651560;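 active = compounds that cut the enzyme signal by at least half of the control window in the single-dose screen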;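 also: plate controls were DMSO wells with enzyme plus substrate for no effect and substrate without enzyme for full effect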
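Buffer or medium: Bis-Tris pH 6.0, DTT, detergent; Assay system: LMPTP-A enzyme; Quantity: 0.625 nM enzyme; Detection: endpoint fluorescence intensity; Times: 50 min dark incubation at room temperature; Controls: substrate-only low control, DMSO enzyme-plus-substrate high control; Doses: single 20 µM dose; Read-out: percent inhibition versus substrate-only and uninhibited controls; Reagent: 400 µM OMFP.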
NadD block = blocks S. aureus nicotinate mononucleotide adenylyltransferase; purified NadD enzyme, colorimetric absorbance read-out; inhibition, % at 20 µM; 0.78% of 360,000 active; AID 602399; in the data active = inhibition above about 26%; also: some compounds past the cut are filed as inactive
SUMO1-SIM PPI = SUMO1-SIM interaction modulation. P63165. SUMO1 binding to a labelled peptide, TR-FRET, 1 h. inhibition, % at 20 µM. 0.33% of 360,000 active. AID 602429; in the data active = inhibition above about 37%
Target sequence (P63165 whole entry, looked up): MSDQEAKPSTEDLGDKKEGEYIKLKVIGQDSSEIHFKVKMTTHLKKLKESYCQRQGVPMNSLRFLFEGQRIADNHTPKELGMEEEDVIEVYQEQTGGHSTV
Scp-1 inhibitor = inhibitors of human Scp-1 phosphatase; Recombinant Scp1, phosphopeptide, malachite green phosphate absorbance; inhibition, % at 20 µM; 0.88% of 340,000 active;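 active = inhibition above about 50% at 20 µM, limit read from the data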;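 also: plate controls were DMSO wells with enzyme for no effect and wells lacking enzyme for full effect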
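Assay system: SCP-1 catalytic fragment, aa 76-261 | Buffer or medium: Tris acetate buffer pH 5.5 with MgCl2 and Tween-20 | Compound: One concentration, 20 µM, with 1.0% DMSO | Also added: Phospho 17-mer peptide substrate | Signal: Absorbance at 630 nm | Incubation: 45 min enzyme reaction at room temperature | Measure: % inhibition of SCP-1 phosphate liberation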
CSN inh = inhibitors of human CSN-mediated cullin deneddylation | Q92905 | Purified CSN, SCF-Nedd8-OG deneddylation, fluorescence polarization | inhibition, % at 12.5 µM | 0.38% of 360,000 active;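 active = pattern-corrected inhibition above about 35%, with an unprinted fluorescence ratio check between 0.5 and 1.5, limit read from the data, passing the limit was not always enough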;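 also: 0% = enzyme with substrate and 100% = substrate without enzyme; some results filed as inactive read as strong as hits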
Target sequence (Q92905 whole entry, looked up, one chain of several): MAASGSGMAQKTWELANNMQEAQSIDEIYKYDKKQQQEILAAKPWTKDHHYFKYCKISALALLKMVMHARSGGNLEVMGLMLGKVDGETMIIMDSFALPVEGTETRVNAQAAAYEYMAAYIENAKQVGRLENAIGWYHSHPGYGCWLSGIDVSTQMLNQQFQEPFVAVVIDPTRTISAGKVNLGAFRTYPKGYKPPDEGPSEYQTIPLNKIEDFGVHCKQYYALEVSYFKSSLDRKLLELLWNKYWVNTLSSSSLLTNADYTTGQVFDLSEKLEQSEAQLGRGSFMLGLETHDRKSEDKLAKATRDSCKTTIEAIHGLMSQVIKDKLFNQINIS
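Assay system: purified human Csn5 enzyme expressed in HEK293T cells; Input: 0.24 nM Csn5 enzyme, final concentration; Reagent: 10 nM SCFSkp2-Nedd8OG; Compound dosing: 12.5 µM single point; Times: reaction 90 min, room temperature; Technique: fluorescence polarization readout.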
MLLE-PAM2 inh = inhibitors of microRNA-mediated deadenylation, human PABP1 MLLE binding | P11940 | AID 588489 | 0.36% of 360,000 active | inhibition, % at 20 µM | GST-MLLE / FITC-PAM2 fluorescence polarization; in the data active = inhibition above about 35%, passing the limit was not always enough;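 also: plate controls were DMSO wells with GST-MLLE for no effect and wells lacking GST-MLLE protein for full effect; some results filed as inactive read as strong as hits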
Target sequence (P11940 whole entry, looked up): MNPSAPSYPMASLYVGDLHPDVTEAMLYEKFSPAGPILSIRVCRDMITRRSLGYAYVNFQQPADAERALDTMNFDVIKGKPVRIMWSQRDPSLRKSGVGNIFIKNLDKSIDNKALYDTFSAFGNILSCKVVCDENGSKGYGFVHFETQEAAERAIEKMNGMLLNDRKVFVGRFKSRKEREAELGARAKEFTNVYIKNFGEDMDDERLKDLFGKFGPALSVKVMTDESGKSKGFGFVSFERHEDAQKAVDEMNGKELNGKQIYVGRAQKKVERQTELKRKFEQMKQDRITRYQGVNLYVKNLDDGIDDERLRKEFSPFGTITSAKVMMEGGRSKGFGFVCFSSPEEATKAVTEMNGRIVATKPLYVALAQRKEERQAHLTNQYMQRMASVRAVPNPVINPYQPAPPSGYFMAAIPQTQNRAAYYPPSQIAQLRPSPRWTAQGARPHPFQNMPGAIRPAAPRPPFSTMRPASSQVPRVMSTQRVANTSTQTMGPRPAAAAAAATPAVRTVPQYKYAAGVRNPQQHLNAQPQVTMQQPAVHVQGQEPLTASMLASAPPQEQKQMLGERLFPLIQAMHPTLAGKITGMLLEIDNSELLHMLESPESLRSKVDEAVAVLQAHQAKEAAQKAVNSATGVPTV
Rpn11 block = Rpn11 (human) deubiquitinase inhibition | AID 588493 | 0.59% of 360,000 active | calls only at 20 µM | human 26S proteasome, Ub4-pepOG fluorescence polarization; 20S core pre-blocked with epoxomicin | O00487;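 active = inhibition at 20 µM, scaled to each plate's controls, above about 33%, limit read from the data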
* = called active by the depositor.

For CC(C)C(NS(=O)(=O)c1cccc2nsnc12)C(=O)NCc1ccco1 (centres undefined) the results were DNMT1 block 5.4, TbMetRS inhib 0.0, STEP inh -0.8, LMPTP inh -1.3, NadD block 0.5, SUMO1-SIM PPI -24.6, Scp-1 inhibitor -0.8, CSN inh 4.9, MLLE-PAM2 inh -0.8 and Rpn11 block inactive.
O=c1c2cc(NC(=S)N3CCCCC3)ccc2nc2n1CCCCC2 was read as DNMT1 block 1.3, TbMetRS inhib -0.6, STEP inh 3.3, LMPTP inh 0.0, NadD block 8.4, SUMO1-SIM PPI -1.5, Scp-1 inhibitor -4.6, CSN inh -6.1, MLLE-PAM2 inh -66.8 and Rpn11 block inactive.
`Cc1ccc(/C=C/S(=O)(=O)NCC(=O)OCC(=O)N2CC(=O)Nc3ccccc32)cc1` gave DNMT1 block 2.0, TbMetRS inhib -0.6, STEP inh -1.5, LMPTP inh -1.0, NadD block -9.2, SUMO1-SIM PPI -2.0, Scp-1 inhibitor -4.1, CSN inh -4.2, MLLE-PAM2 inh -8.5 and Rpn11 block inactive.
For Cc1cc2[nH]c(=O)c(=O)[nH]c2cc1S(=O)(=O)N1CCN(c2cccc(C)c2C)CC1 the results were DNMT1 block 24.2, TbMetRS inhib 0.4, STEP inh -1.5, LMPTP inh 2.2, NadD block 25.2, SUMO1-SIM PPI 7.3, Scp-1 inhibitor 26.0, CSN inh 15.0, MLLE-PAM2 inh -19.7 and Rpn11 block inactive.
`O=C(/C=C/[C@H]1O[C@@H](n2ccc(=O)[nH]c2=O)[C@H](O)[C@@H]1O)NCc1ccccn1` gave DNMT1 block 3.2, TbMetRS inhib -0.9, STEP inh 0.8, LMPTP inh -1.8, NadD block 1.1, SUMO1-SIM PPI -0.2, CSN inh -3.4, MLLE-PAM2 inh 18.5 and Rpn11 block inactive.
For O=C1CC2(CCN(C(=O)c3ccc(F)cc3)CC2)Oc2ccccc21 the results were DNMT1 block -0.6, TbMetRS inhib -0.3, STEP inh -1.6, LMPTP inh -0.1, NadD block -2.0, SUMO1-SIM PPI 16.8, Scp-1 inhibitor -11.1, CSN inh 0.6, MLLE-PAM2 inh -0.1 and Rpn11 block inactive.
COc1cc(/C=N/NC(=O)CNC(=O)c2cccs2)ccc1O was read as DNMT1 block 0.6, TbMetRS inhib 0.1, STEP inh -0.9, LMPTP inh 0.0, NadD block -1.1, SUMO1-SIM PPI -6.6, Scp-1 inhibitor -8.0, CSN inh -17.6, MLLE-PAM2 inh -2.3 and Rpn11 block inactive.
For CC(C)CCN1CCN(Cc2cccs2)CC1CCO (centres undefined) the results were DNMT1 block -0.4, TbMetRS inhib 2.0, STEP inh 14.1, LMPTP inh -1.6, NadD block -2.0, SUMO1-SIM PPI 3.2, Scp-1 inhibitor -4.0, CSN inh -6.8, MLLE-PAM2 inh 20.1 and Rpn11 block inactive.
`CN(C)NC(=O)c1ccsc1NC(=O)c1ccc(S(=O)(=O)N(C)C)cc1` gave DNMT1 block -3.5, TbMetRS inhib 1.1, STEP inh -0.7, LMPTP inh 1.3, NadD block -3.9, SUMO1-SIM PPI -3.2, Scp-1 inhibitor -6.5, CSN inh 2.6, MLLE-PAM2 inh -0.8 and Rpn11 block inactive.
Screening O=C(CS(=O)CC(=O)N(CC(=O)NC1CCCC1)c1ccccc1F)Nc1ccc(F)cc1 (centres undefined) returned DNMT1 block 2.9, TbMetRS inhib -0.4, STEP inh 0.8, LMPTP inh -0.6, NadD block -4.6, SUMO1-SIM PPI 5.9, Scp-1 inhibitor 0.9, CSN inh -4.2, MLLE-PAM2 inh 4.5 and Rpn11 block inactive.
CC(C)CCN(C(=O)c1ccccn1)c1c(N)n(Cc2ccccc2)c(=O)[nH]c1=O was read as DNMT1 block -2.5, TbMetRS inhib -0.1, STEP inh -3.5, LMPTP inh 0.2, NadD block 14.8, SUMO1-SIM PPI -1.8, Scp-1 inhibitor -6.8, CSN inh -1.9, MLLE-PAM2 inh -26.0 and Rpn11 block inactive.
For O=C(OC1CCOC1=O)c1ccc(Cl)c(S(=O)(=O)N2CCOCC2)c1 (centres undefined) the results were DNMT1 block 25.5, TbMetRS inhib -0.2, STEP inh 15.0, LMPTP inh 4.8, NadD block 4.1, SUMO1-SIM PPI 10.3, Scp-1 inhibitor 52.7*, CSN inh -2.7, MLLE-PAM2 inh -10.0 and Rpn11 block inactive.
`CC(=O)Nc1ccc(-c2csc(N/N=C\c3ccncc3)n2)cc1` gave DNMT1 block -31.5, TbMetRS inhib 0.9, STEP inh 0.6, LMPTP inh 1.4, NadD block 0.6, SUMO1-SIM PPI -25.2, Scp-1 inhibitor -1.2, CSN inh -5.0, MLLE-PAM2 inh 17.7 and Rpn11 block inactive.
Screening COc1ccc(S(=O)(=O)N2CCc3ccccc32)cc1C(=O)OCc1c(C)noc1C returned DNMT1 block -5.5, TbMetRS inhib -0.2, STEP inh 0.1, LMPTP inh 1.1, NadD block -11.6, SUMO1-SIM PPI 6.5, Scp-1 inhibitor -6.7, CSN inh 3.0, MLLE-PAM2 inh -6.6 and Rpn11 block inactive.
For COc1ccc(OC)c(C(=O)NC(CC(N)=O)c2ccc(N3CCC(N4CCCC4)CC3)c([N+](=O)[O-])c2)c1 (centres undefined) the results were DNMT1 block -27.0, TbMetRS inhib -0.5, STEP inh -0.5, LMPTP inh -0.7, NadD block -7.4, SUMO1-SIM PPI -18.2, Scp-1 inhibitor -7.7, CSN inh 1.2, MLLE-PAM2 inh -7.1 and Rpn11 block inactive.
For COc1ccc(/C=N/NC(=O)c2ccc(C)cc2)cc1CN1CCN(c2ccc(F)cc2)CC1 the results were DNMT1 block 6.0, TbMetRS inhib 0.4, STEP inh -0.8, LMPTP inh 0.3, NadD block 6.0, SUMO1-SIM PPI -3.2, Scp-1 inhibitor -7.7, CSN inh 3.8, MLLE-PAM2 inh -5.1 and Rpn11 block inactive.
CC(C)C[C@H]1CNC(=S)N1C[C@H]1CCCN1C[C@H](Cc1ccc(O)cc1)N1C[C@H](Cc2ccccc2)N(CC2CCCCC2)C1=S was read as DNMT1 block -7.8, TbMetRS inhib 0.3, STEP inh 2.9, LMPTP inh 3.2, NadD block 8.6, SUMO1-SIM PPI 3.3, CSN inh 2.2, MLLE-PAM2 inh -4.2 and Rpn11 block inactive.
Screening c1ccc(-n2nnnc2-n2nnc3ccccc32)cc1 returned DNMT1 block -1.8, TbMetRS inhib 0.0, STEP inh -0.6, LMPTP inh -0.4, NadD block 7.0, SUMO1-SIM PPI 0.8, Scp-1 inhibitor -3.3, CSN inh 3.1, MLLE-PAM2 inh 2.9 and Rpn11 block inactive.
For Cc1ccc(S(=O)(=O)c2nc(Nc3ccccc3)sc2Cl)cc1 the results were DNMT1 block -6.3, TbMetRS inhib 2.7, STEP inh -1.7, LMPTP inh 3.1, NadD block 2.9, SUMO1-SIM PPI -0.5, Scp-1 inhibitor -14.4, CSN inh 6.4, MLLE-PAM2 inh 11.4 and Rpn11 block inactive.
`Cc1noc(C)c1-c1nc(CS(=O)(=O)c2ccc(F)cc2)no1` gave DNMT1 block 2.1, TbMetRS inhib 0.2, STEP inh -0.8, LMPTP inh -2.2, NadD block 0.9, SUMO1-SIM PPI 7.4, Scp-1 inhibitor -7.8, CSN inh -4.3, MLLE-PAM2 inh -14.4 and Rpn11 block inactive.

Pulled by compound from the list above (two):
For Cc1ccc(S(=O)(=O)c2nc(Nc3ccccc3)sc2Cl)cc1 the results were DNMT1 block -6.3, TbMetRS inhib 2.7, STEP inh -1.7, LMPTP inh 3.1, NadD block 2.9, SUMO1-SIM PPI -0.5, Scp-1 inhibitor -14.4, CSN inh 6.4, MLLE-PAM2 inh 11.4 and Rpn11 block inactive.
`CC(=O)Nc1ccc(-c2csc(N/N=C\c3ccncc3)n2)cc1` gave DNMT1 block -31.5, TbMetRS inhib 0.9, STEP inh 0.6, LMPTP inh 1.4, NadD block 0.6, SUMO1-SIM PPI -25.2, Scp-1 inhibitor -1.2, CSN inh -5.0, MLLE-PAM2 inh 17.7 and Rpn11 block inactive.

Remaining list, next part:
For CC(C)(C)C(=O)/C(C#N)=C/c1cccs1 the results were DNMT1 block -3.2, TbMetRS inhib -0.9, STEP inh 0.9, LMPTP inh 4.6, NadD block -5.8, SUMO1-SIM PPI -21.8, Scp-1 inhibitor 3.1, CSN inh 1.3, MLLE-PAM2 inh 3.5 and Rpn11 block inactive.
`CSc1nc(S(=O)(=O)c2ccc(C)cc2)c(Cl)s1` gave DNMT1 block 1.0, TbMetRS inhib 0.1, STEP inh -2.8, LMPTP inh 0.6, NadD block -9.7, SUMO1-SIM PPI 0.1, Scp-1 inhibitor -14.6, CSN inh -3.9, MLLE-PAM2 inh -1.6 and Rpn11 block inactive.
For Cc1cc2c(=O)oc(-c3ccc(F)cc3)nc2s1 the results were DNMT1 block 4.6, TbMetRS inhib -0.6, STEP inh 1.9, LMPTP inh -1.3, NadD block -10.5, SUMO1-SIM PPI -14.6, Scp-1 inhibitor -17.2, CSN inh 1.8, MLLE-PAM2 inh 3.6 and Rpn11 block inactive.
Cc1cc(N2CCOCC2)nc2ccc(NC(=O)CCC(=O)N3CCN(c4cccc(C(F)(F)F)c4)CC3)cc12 was read as DNMT1 block 0.1, TbMetRS inhib -0.6, STEP inh 4.2, LMPTP inh 3.5, NadD block -4.7, SUMO1-SIM PPI 1.7, Scp-1 inhibitor -3.0, CSN inh 0.0, MLLE-PAM2 inh -6.7 and Rpn11 block inactive.
For Cc1noc(C)c1CSCC(=O)OCC(=O)N1CC(=O)Nc2ccccc21 the results were DNMT1 block 0.0, TbMetRS inhib -0.4, STEP inh -0.6, LMPTP inh -1.0, NadD block 3.7, SUMO1-SIM PPI 0.3, Scp-1 inhibitor -1.9, CSN inh 3.4, MLLE-PAM2 inh -22.2 and Rpn11 block inactive.
`O=C(CN(C(=O)c1csnn1)c1cccc(F)c1)NC1CCCC1` gave DNMT1 block 0.5, TbMetRS inhib -0.5, STEP inh 3.9, LMPTP inh -1.1, NadD block -3.9, SUMO1-SIM PPI 4.4, Scp-1 inhibitor 4.4, CSN inh 2.0, MLLE-PAM2 inh 11.8 and Rpn11 block inactive.

High-throughput results as filed in PubChem.
